# From PubChem
# Vif-APOBEC3F blk = inhibitors of Vif-A3F interaction; HeLa A3F-eYFP + Vif (tagged APOBEC3F with the HIV-1 protein that degrades it), YFP fluorescence increase; AID 602313; Potency, µM (highest dose often 46.1 µM), inactives show top-dose activity, negative = active; 0.2% of 390,000 active; also: potency is read from the fitted curve at half-maximal effect; % of control where 0% means no effect; nearly all actives have a fitted effect of over 65% in size
#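 Fluorescence increase (Ex 488/Em 500-530) after overnight compound treatment at 37 deg C flags inhibition of Vif-driven A3F-eYFP loss in stable HeLa A3F-eYFP/Vif cells seeded overnight beforehand.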
# USP1-UAF1 inh = blocks the human USP1/UAF1 deubiquitinase complex | O94782 | recombinant USP1/UAF1, Ub-Rhodamine cleavage fluorescence | Potency, µM (highest dose often 57.1 µM), for inactives: at the highest dose activity change, negative = inhibition, actives largely listed as inhibitors | 0.23% of 390,000 active; also: potency is read from the fitted curve at half-maximal effect; % is scaled to controls: 0 for no effect and ±100 for the full control effect; nearly all actives have a fitted effect of over 60% in size; inactives centre near -12
# Target sequence (O94782 whole entry, looked up): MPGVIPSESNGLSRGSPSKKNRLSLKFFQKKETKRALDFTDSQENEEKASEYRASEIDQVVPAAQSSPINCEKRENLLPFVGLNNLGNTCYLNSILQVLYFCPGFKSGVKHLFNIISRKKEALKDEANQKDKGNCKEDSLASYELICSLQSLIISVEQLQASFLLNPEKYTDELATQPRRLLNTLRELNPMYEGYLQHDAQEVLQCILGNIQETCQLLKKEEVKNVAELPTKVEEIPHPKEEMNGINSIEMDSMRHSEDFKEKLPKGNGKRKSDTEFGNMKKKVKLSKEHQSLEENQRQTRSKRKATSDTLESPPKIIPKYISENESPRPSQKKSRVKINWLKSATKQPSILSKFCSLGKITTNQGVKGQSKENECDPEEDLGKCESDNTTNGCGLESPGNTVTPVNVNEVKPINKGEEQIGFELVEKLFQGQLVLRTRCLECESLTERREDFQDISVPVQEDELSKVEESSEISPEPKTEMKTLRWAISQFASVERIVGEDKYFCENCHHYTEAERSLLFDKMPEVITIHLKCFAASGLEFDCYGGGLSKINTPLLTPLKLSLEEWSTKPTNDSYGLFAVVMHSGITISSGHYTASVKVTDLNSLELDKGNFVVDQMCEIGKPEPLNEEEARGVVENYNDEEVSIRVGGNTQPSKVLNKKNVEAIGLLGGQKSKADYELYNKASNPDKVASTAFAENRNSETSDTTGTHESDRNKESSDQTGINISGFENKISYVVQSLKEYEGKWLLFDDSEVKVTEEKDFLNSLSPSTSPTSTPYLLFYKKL
#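 USP1/UAF1 complex (1 nM) preincubated 15 min at room temperature with compound, then Ub-Rho substrate (150 nM final) added. Kinetic fluorescence at 480/540 nm over 6 reads at 60 s intervals; 50 mM HEPES pH 7.8, 0.5 mM EDTA, 0.1 mg/ml BSA, 1 mM TCEP, 0.01% Tween-20.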
# Vif-APOBEC3G blk = blocks the Vif interaction with human APOBEC3G. AID 602310. Potency, µM (highest dose often 46.1 µM), without a hit: top-dose activity, negative = active, hits mostly inhibitors. 0.076% of 410,000 active. HeLa A3G-eYFP + Vif (tagged APOBEC3G with the HIV-1 protein that degrades it), YFP fluorescence, overnight;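 also: potency is read from the fitted curve at half-maximal effect; % is scaled to controls: 0 for no effect and ±100 for the full control effect; nearly all actives have a fitted effect of over 60% in size; hits raise eYFP signal because A3G escapes Vif-driven loss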
#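 HeLa cells stably expressing Vif and C-terminally eYFP-tagged A3G, seeded overnight at 37 deg C, then exposed to compound by pintool overnight at 37 deg C. Rise in yellow fluorescence (Ex 488/Em 500-530, Acumen) marks blocked Vif-driven A3G degradation.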
# mIDH1 inhibitor = human IDH1 R132H inhibition | O75874 | IDH1-R132H enzyme, NADPH consumption, diaphorase/resazurin fluorescence | Potency, µM (top dose mostly 76.6 µM), for inactives: at the top dose activity change, negative = inhibition, usual class: inhibitors | 0.093% of 390,000 active | AID 602179; also: potency is read from the fitted curve at half-maximal effect; % is scaled to controls: 0 for no effect and ±100 for the full control effect; nearly all actives have a fitted effect of over 65% in size
#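 IDH1-R132H (0.5 ug/mL dispensed) in pH 7.5 Tris buffer was preincubated 30 min with compound, then given a substrate mix of 0.016 mM NADPH and 2 mM alpha-KG for 80 min at room temperature; remaining NADPH was read by diaphorase/resazurin fluorescence.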
# TrxR1 inh = rat TrxR1 inhibition | O89049 | recombinant rTrxR1, NADPH fluorescence consumption, selenite substrate | Potency, µM (top dose mostly 114 µM), inactives show at the top dose activity change, negative = inhibition, most hits filed as inhibitors | 1% of 390,000 active; also: potency is read from the fitted curve at half-maximal effect; % is scaled to controls: 0 for no effect and ±100 for the full control effect; nearly all actives have a fitted effect of over 65% in size
#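 Rat TrxR1 (90 nM in the dispensed reagent) was pre-reduced with 400 uM NADPH for 5 min at room temperature, then incubated with compound for 15 min. After 400 uM selenite was added, NADPH fluorescence (Ex 340/Em 450 nm) was followed for 8 min.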
# GRP78 ERSR act = induces the endoplasmic reticulum stress response in human glioma cells | U87-MG GRP78 promoter luciferase reporter, 16 h | 0.02% of 420,000 active | Potency, µM, for inactives: top-dose activation, actives largely listed as activators | AID 602332; also: potency is read from the fitted curve at half-maximal effect; series mostly up to about 76 µM; % of control where 0% means no effect; nearly all actives have a fitted effect of over 35% in size
#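 ERSR induction read as luciferase luminescence (Bright-Glo, 10 min at room temperature) in stably transfected human U87-MG glioma cells exposed to compounds for 16 h, using GRP78 as sensor.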
# RGS4 inh = inhibitors of human regulator of G protein signaling 4; Transcreener GDP fluorescence polarization, RGS4-accelerated GTP hydrolysis; 0.039% of 390,000 active; Potency, µM (highest dose often 114 µM), for the others: at the top dose activity change, negative = inhibition, actives largely listed as inhibitors; P49798; AID 504845; also: potency is read from the fitted curve at half-maximal effect; % is scaled to controls: 0 for no effect and ±100 for the full control effect; nearly all actives have a fitted effect of over 75% in size; some results filed as inactive show a strong effect at the top dose
# Target sequence (P49798 whole entry, looked up): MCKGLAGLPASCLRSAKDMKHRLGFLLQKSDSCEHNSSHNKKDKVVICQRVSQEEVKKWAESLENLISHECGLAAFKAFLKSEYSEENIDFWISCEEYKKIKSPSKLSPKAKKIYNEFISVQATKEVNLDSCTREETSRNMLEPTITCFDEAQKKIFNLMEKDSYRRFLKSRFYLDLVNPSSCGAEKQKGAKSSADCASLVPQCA
#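 MLSMR compounds (23 nl, pin-transferred) preincubated 10 min at room temperature with a 500nM (2x) first reagent, then RGS4 at 900nM (2x) plus Transcreener GDP mix added; fluorescence polarization (620/688 nm) read before and after 90 min at 30 °C.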
# TrxR1 substrate = rat thioredoxin reductase 1 substrate activity; O89049; purified TrxR1 substrate turnover, NADPH consumption readout; Potency, µM (titrated, usually from 114 µM), for inactives: at the top dose activity change, negative = substrate turnover; 0.01% of 390,000 active; AID 588456; also: potency is read from the fitted curve at half-maximal effect; % is scaled to controls: 0 for no effect and ±100 for the full control effect; nearly all actives have a fitted effect of over 50% in size
#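 Rat TrxR1, dispensed at 90 nM, was prereduced with 400 uM NADPH (final) for 5 min at ~22 deg C, then incubated with compound 15 min before 400 uM selenite. A first-read NADPH fluorescence drop versus no-compound background flagged substrates.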
# LDHA inh = inhibitors of human lactate dehydrogenase A | P00338 | purified LDHA, NADH/diaphorase-resazurin fluorescence; active compounds read low | activity change, % (values are at about 110 or 230 µM) | 0.15% of 480,000 active | AID 1347041; in the data active = activity change below about -30%; inconclusive = mostly about -25% to -30%;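 also: plate controls were DMSO wells for no effect and wells without enzyme for full effect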
#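 Human LDH5 (2 nM) was incubated with 0.06 mM NADH and 0.2 mM pyruvate for 5 min at room temperature in Tris pH 7.4. Remaining NADH was coupled through diaphorase/resazurin, and resorufin fluorescence was read at 0 and 20 min.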
# * = called active by the depositor; ? = inconclusive; nt = not tested or not shown; & = joins results of further samples; [ ] = another dose, or the depositor's remark. Unless noted, calls follow the shape of the dose curve; as a rule, active = well fitted curve in the direction sought with a large enough effect; inconclusive = small, poorly fitted or top-dose-only effect, or another doubt; inactive = no such curve, though single readings can be large; an effect the other way counts as inactive or inconclusive.
SMILES,Vif-APOBEC3F blk,USP1-UAF1 inh,Vif-APOBEC3G blk,mIDH1 inhibitor,TrxR1 inh,GRP78 ERSR act,RGS4 inh,TrxR1 substrate,LDHA inh
CCN(CC)C(=O)COc1ccc(/C(C)=N/NC(=O)c2ccccc2O)cc1,4.8%,-12.5%,1.9%,-0.4%,-7.1%,4.1%,-9.0%,-13.9%,2.3
O=C(Cc1ccccc1[N+](=O)[O-])NNC(=O)Nc1ccc2c(c1)OCO2,9.5%,-12.9%,0.0%,4.2%,-8.0%,-2.8%,-12.3%,-3.2%,1.7
Cc1ccc2nc3sc(C(=O)N4CCOCC4)c(N)c3cc2c1,-13.5%,0.3%,-4.3%,28.0%,30.8%[57.1 µM],-14.1%,-21.1%,2.2%[57.1 µM],1.2
O=C(COC(=O)/C=C/c1ccc(Cl)cc1)Nc1ccccc1,11.3%,-6.4%,0.0%,4.6%,7.2%[57.1 µM],0.4%,-22.7%,-4.1%,-1.9
COc1ccc(-c2cc3nc(-c4ccccc4)cc(N4CCCC(O)C4)n3n2)cc1 (stereo not given),-0.3%,-23.2%,-7.2%,-1.2%,168.9%[activator],-3.1%,-11.9%,187.5%[activator],-0.4
CCN(CC)S(=O)(=O)c1ccc(OC)c(N)c1,-0.1%,-12.9%,-0.2%,-5.9%,6.8%,-2.0%,-18.3%,-2.8%,-12.2
COc1ccc(-c2cc(C(F)(F)F)nc(SCCC(=O)N3CCN4CCCC4C3)n2)cc1 (stereo not given),-6.8%,1.4%,0.2%,5.6%,-14.7%,3.3%,-20.1%,11.7%[57.1 µM],1.0
CCc1ccccc1N1C(=O)N(Cc2cccc(Cl)c2)c2ccccc2S1(=O)=O,-1.4%,-18.5%,-1.6%,13.8%,15.0%[57.1 µM],-2.4%,-11.0%,1.6%[57.1 µM],4.8
COc1ccc(CNC(=O)c2oc3c(c2C)-c2nn(Cc4ccccc4Cl)cc2CC3)cc1,-0.3%,-27.4%,-6.0%,-4.9%,36.2%[11.4 µM],-3.3%,24.5%,17.4%[11.4 µM],25.7
CC(C)(C)c1ccc(-c2nnc(SC3CCOC3=O)n2Cc2ccccc2)cc1 (stereo not given),2.3%,-4.5%,-1.0%,-6.9%,?,7.8%,-7.0%,-10.3%,-3.3
N#CCCN(C(=O)COC(=O)CNS(=O)(=O)c1ccc2ccccc2c1)c1ccccc1,-1.7%,-22.9%,-4.1%,-12.8%,-1.0%,-1.2%,2.5%,-4.7%,0.1
O=C1C=C(c2ccc(Cl)c(C(F)(F)F)c2)C[C@@H](c2ccc3c(c2)OCO3)C1,10.1%,11.3%,0.5%,2.1%,19.5%[57.1 µM],-3.6%,28.0%,5.7%[57.1 µM],-2.7
CCOC(=O)N1CCN(Cc2nc3cc(NC(=O)CC)ccc3n2CC)CC1,-0.9%,-13.9%,?,-8.2%,13.2%,-3.8%,-27.5%,2.3%,-2.9
O=C1CCCN1CC1CCCN(Cc2nc(COc3ccccc3)no2)C1 (stereo not given),7.6%,-20.9%,-6.0%,-3.2%,-17.5%,-2.1%,0.0%,-2.9%,0.4
O=c1c2ccccc2cnn1CCOc1cccc(Br)c1,-0.5%,-4.3%,-4.9%,12.7%,2.3%[57.1 µM],?,21.8%,5.4%[57.1 µM],-3.2
Cc1cccc2sc(NNC(=O)C3COc4ccccc4O3)nc12 (stereo not given),3.4%,-14.2%,-4.6%,1.6%,10.9%,0.3%,-14.1%,5.3%,-6.0
CCOC(=O)c1c(C)[nH]c(C)c1S(=O)(=O)N1CCN(c2ccc(F)cc2)CC1,3.5%,-18.4%,0.3%,-6.7%,10.2%,-0.6%,-12.0%,-5.2%,-7.5
Cc1cccc(C2=NN(c3ccc(Br)cc3)[C@@H](C(=O)N3CCOC3=O)[C@@H]2c2ccc([N+](=O)[O-])cc2)c1,-3.0%,-26.3%,1.2%,-10.7%,11.4%,-1.6%&-2.2%,-16.0%,0.0%,0.7
CCn1c2ccccc2n2c(=O)c(=O)n(CC(=O)Nc3ccc(C(C)C)cc3)nc12,2.5%,-18.1%,-0.5%,9.1%,-35.2%,-0.6%,-12.0%,70.0%[activator],-0.8
O=C1CSC(c2cn(-c3ccccc3)nc2-c2cc3ccccc3oc2=O)N1Cc1cccnc1 (stereo not given),1.1%,0.2%,2.5%,-5.9%,0.0%,-0.9%,-2.9%,15.7%,-2.7
CC(C)CN1CCN=C1N(C)C,3.4%,-21.7%,5.3%,-6.3%,17.1%,-1.1%,-8.5%,3.6%,0.6
O=c1c2cn(Cc3ccc(F)cc3)c3ccc(F)cc3c-2nn1Cc1ccc(F)cc1,2.6%,-20.6%,-1.4%,0.8%,10.9%[57.1 µM],-1.9%,-0.5%,1.2%[57.1 µM],0.1
Cc1cccc2cc(C#N)c(NCCNC(=S)NCCCN3CCOCC3)nc12,-0.9%,-23.2%,1.4%,6.9%,13.8%,-4.0%,9.3%,30.3%,-7.5
CS(=O)(=O)c1ccc(Sc2nc3ccccc3[nH]2)c([N+](=O)[O-])c1,-5.9%,-12.3%,-3.9%,-0.1%,-29.4%,1.0%,10.3%,-7.4%,-10.0

# Molecules above that contain an aryl thioether with sulfur outside any ring:
SMILES,Vif-APOBEC3F blk,USP1-UAF1 inh,Vif-APOBEC3G blk,mIDH1 inhibitor,TrxR1 inh,GRP78 ERSR act,RGS4 inh,TrxR1 substrate,LDHA inh
COc1ccc(-c2cc(C(F)(F)F)nc(SCCC(=O)N3CCN4CCCC4C3)n2)cc1 (stereo not given),-6.8%,1.4%,0.2%,5.6%,-14.7%,3.3%,-20.1%,11.7%[57.1 µM],1.0
CC(C)(C)c1ccc(-c2nnc(SC3CCOC3=O)n2Cc2ccccc2)cc1 (stereo not given),2.3%,-4.5%,-1.0%,-6.9%,?,7.8%,-7.0%,-10.3%,-3.3
CS(=O)(=O)c1ccc(Sc2nc3ccccc3[nH]2)c([N+](=O)[O-])c1,-5.9%,-12.3%,-3.9%,-0.1%,-29.4%,1.0%,10.3%,-7.4%,-10.0

# Continuation:
SMILES,Vif-APOBEC3F blk,USP1-UAF1 inh,Vif-APOBEC3G blk,mIDH1 inhibitor,TrxR1 inh,GRP78 ERSR act,RGS4 inh,TrxR1 substrate,LDHA inh
O=C(N/N=C/c1ccccc1OC(F)F)c1cc(-c2ccncc2)nc2ccccc12,?,-21.3%,?,9.5%,18.4%,-5.4%,-15.7%,-0.6%,-0.8
CCOc1ccccc1NC(=O)CN1C(=O)COc2ccc(C)cc21,-9.3%,-7.5%,-7.3%,-4.1%,-6.5%,-4.0%,3.1%,-4.0%,-9.1
Cc1ccc(SCC(=O)N=C2NC(=O)CS2)cc1,0.3%,-12.0%,-1.2%,-3.2%,9.5%[57.1 µM],-2.5%,-6.1%,-10.4%,-9.7
O=C(NCc1ccccc1)C(c1ccccc1)N(C(=O)c1csnn1)C1CCCC1 (stereo not given),1.5%,-4.9%,-2.4%,-8.5%,9.4%[57.1 µM],1.5%,-17.0%,-7.2%,-8.2
CCC(C)(C(=O)NC1CCCCC1)N(Cc1ccco1)C(=O)c1cnccn1 (stereo not given),2.3%,-8.9%,0.7%,0.6%,3.5%,-2.1%,29.6%,-1.2%,-12.9
CCOc1ccc2nc(NC(NC(=O)CC)(C(=O)OC)C(F)(F)F)sc2c1 (stereo not given),0.0%,-11.6%,-1.5%,3.4%,15.9%,-2.9%,-28.1%,6.2%,0.6
Cc1cc(C)cc(C(=O)OCC(=O)Nc2ncccn2)c1,0.5%,-20.9%,-1.4%,0.0%,18.8%,-0.8%,-3.5%,0.3%,-12.2
CCOC(=O)c1c(NC(=O)C[n+]2ccc(Cc3ccccc3)cc2)sc(C)c1C,2.8%,-13.7%,1.3%,8.1%,-1.9%[57.1 µM],-6.2%,9.0%,0.5%[57.1 µM],3.6
COc1ccc(Cc2nnc(SCC(=O)c3ccc4c(c3)NC(=O)CO4)o2)cc1,6.7%,-16.5%,-0.6%,9.6%,-1.9%,-4.4%,-24.7%,2.4%,-1.3
CCCCNc1c2c3c(cccc3n(C)c1=O)C(=O)c1ccccc1-2,?,nt,1.3%,-1.3%,15.8%[57.1 µM],-3.9%,-18.7%,-4.4%[57.1 µM],4.0
O=C(Nc1ccc(N2CCOCC2)cc1)C1CCCCC1,-6.8%,-1.9%,2.7%,3.8%,-11.6%,-0.1%,11.5%,-9.1%,4.6
CN1CCN(C(=O)c2c(O)c3cccc4c3n(c2=O)CCC4)CC1,-7.6%,-11.3%,-3.5%,1.9%,-2.9%,-6.6%,3.0%,-0.6%,1.1
Cc1ccccc1-n1ncc2c1CC(C)(C)CC2NC(=O)CCCN1CCCC1=O (stereo not given),2.0%,-12.2%,0.4%,-0.2%,6.4%,-4.0%,4.4%,2.7%,0.8
Cc1ccc(NC(=S)NC(NC(=O)Cc2cccc3ccccc23)C(Cl)(Cl)Cl)cc1 (stereo not given),1.0%,-17.4%,-15.3%,6.5%,-18.2%,-1.5%,10.4%,-9.9%,-0.4

# An excerpt. The share of hits here may be higher or lower than overall.
